Screening data (PubChem)
Pf Dd2 inh – P. falciparum Dd2 growth inhibition; actives 2.3% (n = 94,000); SYBR Green, 72 h; active compounds read low; AID 1159554; activity change, % at 10 µM; in the data active means activity change below about -80%
C diff HTS – inhibitors of Clostridium difficile growth; Clostridium difficile clinical isolate growth, OD600, 24 h; active compounds read low; growth activity, negative = inhibition, % at 16 µg/mL (by protocol); actives 0.25% (n = 86,000);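 active means mean growth activity at or below -80% and every replicate also at or below -80%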;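 further: 0% = DMSO wells and -100% = levofloxacin 16 µg/mL wells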
T cruzi growth – inhibitors of T. cruzi proliferation. T. cruzi beta-gal in NIH3T3, GalScreen luminescence, 90 h. inhibition, % at 8.34 µM. actives 5.9% (n = 77,000). AID 624255;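 active means mean inhibition above about 93%, with at least 55% of replicates each passing it, limit read from the data, passing the limit was not always enough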
KDM4C inh – blocks human GASC-1 (KDM4C) demethylase activity. GST-KDM4C 2-372, H3K9me3 peptide, LANCE TR-FRET. Q9H3R0. inhibition, % at 12.5 µM. actives 0.15% (n = 96,000). AID 720574;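 active means mean replicate inhibition above about 25%, with at least 55% of replicates also reaching it, limit read from the data, passing the limit was not always enough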
Target sequence (Q9H3R0 2-372 limits assumed): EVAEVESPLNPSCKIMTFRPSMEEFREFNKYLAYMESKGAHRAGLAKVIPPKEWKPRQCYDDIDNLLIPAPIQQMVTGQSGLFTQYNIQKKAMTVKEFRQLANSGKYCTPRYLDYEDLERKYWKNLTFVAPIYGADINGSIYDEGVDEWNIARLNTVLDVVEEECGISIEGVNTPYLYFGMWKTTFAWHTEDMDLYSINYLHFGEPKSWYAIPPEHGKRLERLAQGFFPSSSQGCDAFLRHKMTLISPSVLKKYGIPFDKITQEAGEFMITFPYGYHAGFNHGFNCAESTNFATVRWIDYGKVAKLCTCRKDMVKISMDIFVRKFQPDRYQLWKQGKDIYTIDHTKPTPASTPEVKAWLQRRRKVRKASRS
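material = GST-tagged GASC-1 (JMJD2C) catalytic fragment, aa 2-372 | amount = enzyme final amount 10 nM | medium = HEPES buffer, pH 7.5, plus ascorbate | also added = H3K9me3 peptide substrate, Fe(II), 2-oxoglutarate | dosing = single dose | times = 30 min demethylation and 1 h detection at room temperature | detection = LANCE TR-FRET | read-out basis = Fall in 671/618 emission ratio as inhibition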
The depositor's hits bear a star; . = no result given; & = joins results of further samples.

SMILES	Pf Dd2 inh	C diff HTS	T cruzi growth	KDM4C inh
CCCC#Cc1cnc2c(c1)C(=O)N([C@@H](C)CO)C[C@H](C)[C@H](CN(C)Cc1ccncc1)O2	-3	.	59	3.7
O=C(C[C@@H]1CC[C@@H]2[C@H](COC[C@H](O)CN2Cc2cc(F)ccc2F)O1)NCc1ccc(Oc2ccccc2)cc1	-45	57&14	.	1.3
C[C@@H]1CN([C@@H](C)CO)C(=O)c2cc(NS(=O)(=O)c3cn(C)cn3)ccc2O[C@@H]1CN(C)Cc1ccc(C(F)(F)F)cc1	3	3	48	-0.5
C/C=C/c1ccc2c(c1)O[C@H](CN(C)Cc1ccc(F)cc1)[C@@H](C)CN([C@H](C)CO)S2(=O)=O	-58	21	104*	-0.9
CNC[C@H]1OCCCC[C@@H](C)Oc2ccc(NS(=O)(=O)c3ccc(Cl)cc3)cc2C(=O)N([C@H](C)CO)C[C@@H]1C	24	-6	40	-1.2
O=S(=O)(c1ccccc1F)N1CCCCN2[C@H](CO)[C@@H](c3ccc(-c4ccncc4)cc3)[C@H]2C1	11	-11	85	-0.4
CN(C)C(=O)[C@@H]1[C@@H](CO)[C@@H]2Cn3c(ccc(-c4ccncc4)c3=O)[C@@H]2N1Cc1ccccc1	.	0	6	1.0
CC(C)C#Cc1ccc([C@H]2[C@H](CO)N3C(=O)CN(C(=O)c4ccc5c(c4)OCO5)C[C@@H]23)cc1	17	17	.	0.3
O=C(C1CCOCC1)N1CC(=O)N2[C@H](CO)[C@H](c3ccc(C#CC4CCCCC4)cc3)[C@H]2C1	-5	59	.	0.5
CCS(=O)(=O)N[C@H]1C=C[C@@H](CC(=O)NCc2ccc(Cl)cc2)O[C@@H]1CO	-4	-9	32	.
COc1ccc(S(=O)(=O)N[C@H]2C=C[C@H](CC(=O)NCc3ccccc3F)O[C@@H]2CO)cc1	-8	3	64	-2.1
CCCC(=O)Nc1ccc2c(c1)OC[C@@H](C)N(C(=O)c1ccccc1F)C[C@H](C)[C@@H](OC)CN(C)C2=O	.	.	-16	-0.8
CCC(=O)N(C)C[C@@H]1Oc2ncc(-c3ccccc3OC)cc2C(=O)N([C@H](C)CO)C[C@H]1C	23	2	-28	17
Cn1cnc(S(=O)(=O)N[C@H]2C=C[C@H](CC(=O)NCC3CCCCC3)O[C@@H]2CO)c1	0	0	.	1.8
C[C@@H]1CN([C@H](C)CO)C(=O)Cc2cc(NC(=O)CCCCCC(=O)Nc3ccccc3N)ccc2O[C@H]1CN(C)C	3	-2&-3	.	4.9

Some of the entries so far, in markdown:
| Molecule | Pf Dd2 inh | C diff HTS | T cruzi growth | KDM4C inh |
| --- | --- | --- | --- | --- |
| CCCC#Cc1cnc2c(c1)C(=O)N([C@@H](C)CO)C[C@H](C)[C@H](CN(C)Cc1ccncc1)O2 | -3 | . | 59 | 3.7 |
| O=C(C[C@@H]1CC[C@@H]2[C@H](COC[C@H](O)CN2Cc2cc(F)ccc2F)O1)NCc1ccc(Oc2ccccc2)cc1 | -45 | 57&14 | . | 1.3 |
| C[C@@H]1CN([C@@H](C)CO)C(=O)c2cc(NS(=O)(=O)c3cn(C)cn3)ccc2O[C@@H]1CN(C)Cc1ccc(C(F)(F)F)cc1 | 3 | 3 | 48 | -0.5 |
| C/C=C/c1ccc2c(c1)O[C@H](CN(C)Cc1ccc(F)cc1)[C@@H](C)CN([C@H](C)CO)S2(=O)=O | -58 | 21 | 104* | -0.9 |
| CNC[C@H]1OCCCC[C@@H](C)Oc2ccc(NS(=O)(=O)c3ccc(Cl)cc3)cc2C(=O)N([C@H](C)CO)C[C@@H]1C | 24 | -6 | 40 | -1.2 |
| O=S(=O)(c1ccccc1F)N1CCCCN2[C@H](CO)[C@@H](c3ccc(-c4ccncc4)cc3)[C@H]2C1 | 11 | -11 | 85 | -0.4 |
| CN(C)C(=O)[C@@H]1[C@@H](CO)[C@@H]2Cn3c(ccc(-c4ccncc4)c3=O)[C@@H]2N1Cc1ccccc1 | . | 0 | 6 | 1.0 |
| CC(C)C#Cc1ccc([C@H]2[C@H](CO)N3C(=O)CN(C(=O)c4ccc5c(c4)OCO5)C[C@@H]23)cc1 | 17 | 17 | . | 0.3 |
| O=C(C1CCOCC1)N1CC(=O)N2[C@H](CO)[C@H](c3ccc(C#CC4CCCCC4)cc3)[C@H]2C1 | -5 | 59 | . | 0.5 |
| CCS(=O)(=O)N[C@H]1C=C[C@@H](CC(=O)NCc2ccc(Cl)cc2)O[C@@H]1CO | -4 | -9 | 32 | . |

Later entries:
SMILES	Pf Dd2 inh	C diff HTS	T cruzi growth	KDM4C inh
COc1ccccc1C(=O)Nc1ccc2c(c1)C(=O)N(C)[C@@H]1CC[C@@H](CC(=O)NCCc3ccncc3)O[C@H]1CO2	.	-5	-12	-1.5
C[C@@H]1CN([C@H](C)CO)S(=O)(=O)c2ccc(C#CCN(C)C)cc2O[C@H]1CN(C)Cc1ccncc1	-36	2	101*	5.2
CC(C)[C@H]1COCn2nncc2CCCC(=O)N1	.	1	.	0.0
CC(C)(C)[S@@](=O)N1Cc2cc(C(=O)NCCc3ccncc3)nc(-c3cccc(-c4ccccc4)c3)c2[C@H]1CCO	-85*	-6	.	-2.5
C[C@@H]1CCCCO[C@H](CN(C)C(=O)Cc2ccccc2)[C@H](C)CN([C@@H](C)CO)C(=O)c2cc(NC(=O)c3ccncc3)ccc2O1	3	-1	-3	-1.4
C[C@@H]1CN([C@@H](C)CO)C(=O)CCCn2cc(nn2)CO[C@H]1CN(C)Cc1ccc2c(c1)OCCO2	-6	.	54	0.8
C[C@@H]1CN([C@H](C)CO)C(=O)c2cc(NC(=O)NC3CCCCC3)ccc2O[C@@H](C)CCCCO[C@H]1CN(C)S(=O)(=O)c1cn(C)cn1	-6	-3	20	1.7
COc1ccc(NC(=O)Nc2ccc3c(c2)C(=O)N([C@@H](C)CO)C[C@@H](C)[C@H](CN(C)Cc2ccc(C(=O)O)cc2)OCCCC[C@H](C)O3)cc1	30	9	47	2.2
C[C@@H]1CN([C@H](C)CO)S(=O)(=O)c2ccc(C#CC3CC3)cc2O[C@@H]1CN(C)C(=O)c1ccncc1	-13	-8	87	.
CO[C@@H]1CN(C)C(=O)c2cc(NC(=O)C3CCC3)ccc2OC[C@@H](C)N(Cc2ccc(F)cc2)C[C@@H]1C	.	.	47	0.8
C[C@H](CO)N1C[C@H](C)[C@@H](CN(C)C)Oc2ncc(-c3cccc(C#N)c3)cc2C1=O	23	2	-8	2.7
COc1ccccc1C(=O)N1C[C@H]2[C@@H](c3ccccc31)[C@@H](CO)N2CC1CCCC1	-7	4	46	0.3
CC(C)C#Cc1cnc2c(c1)C(=O)N([C@@H](C)CO)C[C@@H](C)[C@H](CN(C)Cc1cccc(F)c1)O2	-32&-46	3&0	-20&68	.
CCC(=O)N(C)C[C@@H]1Oc2ncc(C#Cc3ccccc3OC)cc2C(=O)N([C@H](C)CO)C[C@H]1C	-32	1	75	-3.4
CCNC(=O)C[C@@H]1CC[C@@H]2[C@@H](COc3ccc(NC(=O)Nc4ccccc4OC)cc3C(=O)N2C)O1	-12	-1	16	-1.4
C[C@@H]1CN([C@@H](C)CO)S(=O)(=O)c2ccc(-c3cncnc3)cc2O[C@H]1CN(C)C(=O)Cc1cccnc1	-8	-2	-185	3.1
CC(C)NC(=O)Nc1cccc2c1O[C@@H](CN(C)S(=O)(=O)c1ccc(F)cc1)[C@@H](C)CN([C@@H](C)CO)C2=O	-26	-4	2	1.2
COc1ccc2c3c(n(C)c2c1)[C@@H](CO)N(Cc1ccccc1)CC31CCN(S(=O)(=O)c2ccc(C)cc2)CC1	-79	7	.	-0.8
CO[C@@H]1CN(C)C(=O)c2cc(NC(=O)Nc3ccc(Cl)cc3)ccc2OC[C@@H](C)N(C(=O)Nc2c(C)noc2C)C[C@H]1C	-15	1	-21	-0.6
COc1ccc(NC(=O)N(C)C[C@H]2Oc3ccc(NC(=O)CCN4CCOCC4)cc3CC(=O)N([C@H](C)CO)C[C@H]2C)cc1	17	9	.	-0.7
COCCNC(=O)C[C@H]1CC[C@@H]2[C@@H](COc3ccc(NC(=O)C4CCOCC4)cc3C(=O)N2C)O1	7	-5	24	2.2
O=C1CN(S(=O)(=O)c2cccc(F)c2)C[C@@H]2[C@H](c3ccc(-c4ccccc4)cc3)[C@@H](CO)N12	17	3	.	-0.3
C[C@H](CO)N1C[C@H](C)[C@@H](CN(C)C(=O)c2cccnc2)Oc2ncc(-c3ccccc3)cc2C1=O	28	0	7	1.5
COc1ccc(NC(=O)N(C)C[C@@H]2Oc3ccc(NS(=O)(=O)c4ccc(Cl)cc4)cc3C(=O)N([C@@H](C)CO)C[C@H]2C)cc1	-8	-4	-5	-4.2
C[C@H](CO)N1C[C@H](C)[C@@H](CN(C)C(=O)Nc2ccc(C(F)(F)F)cc2)Oc2ccc(N(C)C)cc2CC1=O	-40	5	52	6.7
O=C([C@H]1[C@H](CO)[C@H]2Cn3c(ccc(-c4ccncc4)c3=O)[C@@H]1N2Cc1ccccc1)N1CCOCC1	8	-2	-12	0.6
COc1ccc(-c2ccc([C@@H]3[C@H](C#N)N(C(=O)NC4CCCCC4)[C@H]3CO)cc2)cc1	13	-3	80	-1.0
C[C@H](CO)N1C[C@H](C)[C@H](CN(C)C(=O)C2CCOCC2)Oc2ncc(-c3cccnc3)cc2C1=O	30	-4	-56	3.0
O=C(C1CCOCC1)N1CC(=O)N2[C@H](CO)[C@H](c3ccc(C#Cc4cccc(F)c4)cc3)[C@@H]2C1	-1	2	.	1.0
CCNC(=O)Nc1ccc2c(c1)C(=O)N(C)[C@H]1CC[C@H](CC(=O)NCc3ccc(F)cc3)O[C@H]1CO2	-9	0	10	-1.7
O=C(c1ccccn1)N1CC(=O)N2[C@H](C1)[C@@H](c1ccc(C#Cc3ccccc3)cc1)[C@@H]2CO	-37	-9	.	-0.6
Cn1cnc(S(=O)(=O)N2CC[C@@H]3[C@H](CO)Nc4ccc(-c5ccccc5)cc4[C@@H]32)c1	-30	-20	101*	-1.0
COc1cccc(C(=O)Nc2ccc3c(c2)C(=O)N(C)[C@@H]2CC[C@@H](CC(=O)NCc4ccc(F)cc4)O[C@@H]2CO3)c1	-37	-4	39	1.6
Cc1noc(C)c1NC(=O)N(C)C[C@@H]1Oc2ccc(NC(=O)CCC(F)(F)F)cc2C(=O)N([C@H](C)CO)C[C@H]1C	11	-1	-3	-0.3
CO[C@H]1CN(C)C(=O)c2ccc(NS(=O)(=O)c3cccc(F)c3)cc2OC[C@@H](C)N(Cc2cc(F)ccc2F)C[C@H]1C	-9	.	.	1.5
COc1cccc(-c2ccc(C3[C@@H]4CN(S(=O)(=O)c5ccccc5F)C[C@H]3N4)cc2)c1 (stereo partly specified)	-8	66	.	-1.2
C[C@@H]1CN([C@@H](C)CO)C(=O)c2cc(C#CCC3CCCC3)cnc2O[C@@H]1CN(C)S(=O)(=O)c1cccs1	-18	-1	.	-2.5
COCC#Cc1cnc2c(c1)C(=O)N([C@@H](C)CO)C[C@H](C)[C@@H](CN(C)C(=O)Nc1ccccc1OC)O2	-38	-1	79	0.9
C[C@H]1CN([C@@H](C)CO)C(=O)c2cc(-c3ccncc3)cnc2O[C@@H]1CN(C)S(=O)(=O)c1ccccc1	-53	-9	46	-1.0
O=S(=O)(c1ccccc1F)N1CCCCN2[C@H](C1)[C@H](c1ccc(-c3cncnc3)cc1)[C@@H]2CO	1	2	26	0.0
C[C@@H]1CN([C@H](C)CO)C(=O)c2cc(N(C)C)ccc2O[C@@H](C)CCCCO[C@@H]1CN(C)C(=O)c1ccccc1	-33	-3	73	4.1
CC(C)NC(=O)N1CC(=O)N2[C@H](CO)[C@H](c3ccc(C#CCN(C)C)cc3)[C@@H]2C1	30	1	.	1.7
COc1cccc(S(=O)(=O)Nc2ccc3c(c2)[C@@H]2C[C@H](CC(=O)NC4CCCCC4)O[C@H](CO)[C@@H]2O3)c1	-43	1	-143	-1.5
C[C@@H]1CN([C@@H](C)CO)C(=O)c2cc(NC(=O)NC3CCCCC3)ccc2O[C@@H]1CN(C)C	0	7	-4	-1.3
C[C@@H]1CN([C@@H](C)CO)C(=O)c2cccc(NS(C)(=O)=O)c2O[C@@H]1CN(C)Cc1ccc(Oc2ccccc2)cc1	-61	22	.	0.1
C[C@H](NC(=O)C[C@@H]1C[C@@H]2c3cc(NC(=O)Nc4ccc(C(F)(F)F)cc4)ccc3O[C@@H]2[C@@H](CO)O1)c1ccccc1	-36	12	82	-1.4
Cc1ccc(S(=O)(=O)N(C)C[C@@H]2Oc3ccc(NC(=O)NC4CCCCC4)cc3CC(=O)N([C@@H](C)CO)C[C@@H]2C)cc1	-59	-8	41	-2.3
O=S(=O)(c1ccccc1)N1C[C@H]2[C@@H](c3ccccc31)[C@@H](CO)N2Cc1ccccn1	-10	-2	34	4.8
Cc1noc(C)c1S(=O)(=O)Nc1ccc2c(c1)C(=O)N([C@H](C)CO)C[C@@H](C)[C@H](CN(C)C(=O)Nc1ccc(F)cc1)OCCCC[C@@H](C)O2	-43	-3	11	7.2
